Scp1 inh = Scp-1 phosphatase inhibitors, primary screen, biochemical, colorimetric, uHTS; Recombinant Scp1, phosphopeptide, malachite green phosphate absorbance; inhibition, % at 20 µM; actives 0.88% (n = 340,000); AID 493091, 2011;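 active means inhibition above about 50% at 20 µM, limit read from the data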;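 further: plate controls were DMSO wells with enzyme for no effect and wells lacking enzyme for full effect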
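Test system – truncated SCP-1 phosphatase (76-261aa) · Reagent – Phosphorylated 17-residue peptide substrate · Incubation – 45 min room-temperature reaction, 5 min colour, 30 min stabiliser · Detection – colorimetric phosphate reagent with accelerator and stabiliser, absorbance at 630 nm · Measure – % inhibition at 20 µM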
Tb MetRS inh = T. brucei MetRS inhibitors, primary screen, biochemical, luminescence. purified T. brucei MetRS, ATP depletion, Kinase-Glo luminescence. inhibition, % at 11.9 µM. actives 0.4% (n = 360,000);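 active means inhibition above a per-plate cutoff of the control wells' mean inhibition plus 3 SD, cut at about 5.5% in these data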;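 further: 0% = DMSO wells median and 100% = median of wells with control inhibitor compound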
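assay system = parasite MetRS enzyme | timing = 15 min preincubation, 2 h reaction, all 25 °C | evaluation = percent inhibition relative to median high and low control wells | medium = HEPES buffer containing pyrophosphatase, BSA, spermine, DTT | compound = single dose, 11.9 µM final nominal, 0.9% final DMSO | detection = Kinase-Glo luminescence, ATP depletion format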
LMPTP inh = LMPTP phosphatase inhibitors, primary screen, biochemical, fluorescence intensity, uHTS; recombinant LMPTP-A, OMFP fluorogenic substrate; inhibition, % at 20 µM; actives 0.22% (n = 360,000);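 active means compounds that cut the enzyme signal by at least half of the control window in the single-dose screen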;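 further: plate controls were DMSO wells with enzyme plus substrate for no effect and substrate without enzyme for full effect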
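Material: LMPTP-A; amount: 0.625 nM enzyme; doses: single 20 µM dose; times: reaction 50 min, room temperature, dark; technique: fluorescence intensity of OMFP turnover product; benchmarks: no-enzyme and uninhibited controls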
CSN deneddyl inh = inhibitors of CSN-mediated cullin deneddylation, primary screen, biochemical, fluorescence polarization, uHTS; COP9 signalosome complex subunit 5 (Homo sapiens), Q92905; Purified CSN, SCF-Nedd8-OG deneddylation; inhibition, % at 12.5 µM; actives 0.38% (n = 360,000); AID 651999, 2013;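 active means pattern-corrected inhibition above about 35%, with an unprinted fluorescence ratio check between 0.5 and 1.5, limit read from the data, passing the limit was not always enough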;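 further: 0% = enzyme with substrate and 100% = substrate without enzyme; some results filed as inactive read as strong as hits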
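Assay system: HEK293T-derived human Csn5 enzyme; quantity: 0.24 nM enzyme; medium: Tris/NaCl/DTT buffer, pH 7.5; also added: substrate SCFSkp2-Nedd8OG, 10 nM; doses: 12.5 µM compound; schedule: 90 min reaction at room temperature; signal: FP; read-out: % inhibition of substrate cleavage by Csn5; benchmarks: substrate-only high control, full reaction low control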
DNMT1 block = human DNMT1 methyltransferase inhibitors, primary screen, biochemical, molecular beacon, fluorescence, HinP1I cleavage, uHTS. AID 588458, 2011. actives 0.83% (n = 360,000). DNA (cytosine-5)-methyltransferase 1 (Homo sapiens), P26358. inhibition (reported as % activation of signal), % at 10 µM; in the data active means inhibition above about 50%
Target sequence (P26358 504-1616 limits assumed): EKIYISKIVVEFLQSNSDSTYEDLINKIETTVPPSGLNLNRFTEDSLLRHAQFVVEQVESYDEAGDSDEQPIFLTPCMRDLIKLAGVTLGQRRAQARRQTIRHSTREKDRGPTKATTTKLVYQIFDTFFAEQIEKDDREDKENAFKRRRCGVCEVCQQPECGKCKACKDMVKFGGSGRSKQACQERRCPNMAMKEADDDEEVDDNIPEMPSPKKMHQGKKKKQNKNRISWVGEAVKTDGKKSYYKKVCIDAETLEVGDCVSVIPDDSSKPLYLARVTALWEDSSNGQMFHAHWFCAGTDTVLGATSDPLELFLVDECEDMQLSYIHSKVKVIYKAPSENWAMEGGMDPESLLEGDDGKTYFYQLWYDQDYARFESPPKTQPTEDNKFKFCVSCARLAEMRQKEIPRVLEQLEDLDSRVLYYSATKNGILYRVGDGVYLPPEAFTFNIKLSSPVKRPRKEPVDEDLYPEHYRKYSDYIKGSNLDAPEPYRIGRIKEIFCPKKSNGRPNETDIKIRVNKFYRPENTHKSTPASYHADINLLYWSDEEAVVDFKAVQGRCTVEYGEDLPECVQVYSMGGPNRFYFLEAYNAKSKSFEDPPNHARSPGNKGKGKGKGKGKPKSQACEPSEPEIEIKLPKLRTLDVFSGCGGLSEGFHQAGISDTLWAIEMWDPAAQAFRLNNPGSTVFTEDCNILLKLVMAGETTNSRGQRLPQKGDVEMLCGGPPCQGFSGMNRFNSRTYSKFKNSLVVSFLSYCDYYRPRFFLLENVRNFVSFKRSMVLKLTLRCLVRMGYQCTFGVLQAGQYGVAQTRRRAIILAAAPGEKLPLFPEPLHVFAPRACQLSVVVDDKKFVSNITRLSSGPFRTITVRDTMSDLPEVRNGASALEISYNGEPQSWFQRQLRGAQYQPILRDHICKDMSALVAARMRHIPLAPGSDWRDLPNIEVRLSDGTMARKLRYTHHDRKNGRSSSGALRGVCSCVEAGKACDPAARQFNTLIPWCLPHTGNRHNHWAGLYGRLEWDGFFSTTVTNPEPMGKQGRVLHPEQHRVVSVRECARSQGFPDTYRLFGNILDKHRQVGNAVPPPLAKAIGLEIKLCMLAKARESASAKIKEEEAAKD
MsrA inhibitor = bovine MsrA enzyme inhibitors, primary screen, biochemical, absorbance, HTS; Methionine sulfoxide reductase A (Bos taurus); purified bovine MsrA, absorbance read-out; inhibition, % at 15.5 µM; actives 0.75% (n = 360,000); AID 651718, 2012; in the data active means inhibition above about 4.5%;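 further: 0% = vehicle wells with enzyme and 100% = reference inhibitor wells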
STEP block = STEP phosphatase inhibitors, primary screen, biochemical, fluorescence intensity, uHTS; Tyrosine-protein phosphatase non-receptor type 5 (Homo sapiens), P54829; recombinant STEP, OMFP fluorogenic substrate; inhibition, % at 20 µM; actives 0.25% (n = 360,000); AID 588621, 2011;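 active means inhibition at 20 µM, scaled per plate between control wells, above about 37%, limit read from the data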;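 further: 0% = DMSO with enzyme and substrate and 100% = substrate only without enzyme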
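medium = Bis-Tris buffer pH 6.0, 2.5 mM DTT, 0.005% Tween 20 | test system = STEP (striatal-enriched tyrosine phosphatase) enzyme, cell-free | measure = normalized % inhibition | compound dosing = 20 µM, 1% DMSO | also added = 25 µM OMFP | schedule = reaction 20 min, ambient temperature | measured by = fluorescence read at 480 nm ex / 540 nm em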
NadD inh = inhibitors of S. aureus NadD, primary screen, biochemical, colorimetric, uHTS. actives 0.78% (n = 360,000). Nicotinate-nucleotide adenylyltransferase NadD (Staphylococcus aureus N315). inhibition, % at 20 µM. purified NadD enzyme, colorimetric absorbance read-out. AID 602399, 2012; in the data active means inhibition above about 26%; further: some compounds past the cut are filed as inactive
Rpn11 inh = Rpn11 (PSMD14) deubiquitinase inhibitors, primary screen, biochemical, fluorescence polarization, uHTS; 26S proteasome non-ATPase regulatory subunit 14 (Homo sapiens), O00487; human 26S proteasome, Ub4-pepOG fluorescence polarization; 20S core pre-blocked with epoxomicin; calls only at 20 µM; actives 0.59% (n = 360,000); AID 588493, 2011;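 active means inhibition at 20 µM, scaled to each plate's controls, above about 33%, limit read from the data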
SUMO1-SIM PPI = modulators of SUMO1 protein-protein interactions, primary screen, biochemical, uHTS. SUMO1 binding to a labelled peptide, TR-FRET, 1 h. inhibition, % at 20 µM. Small ubiquitin-related modifier 1 (Homo sapiens), P63165. actives 0.33% (n = 360,000); in the data active means inhibition above about 37%
An asterisk follows results filed as active; i = inactive; . = no result given; + = active, no number.

SMILES	Scp1 inh	Tb MetRS inh	LMPTP inh	CSN deneddyl inh	DNMT1 block	MsrA inhibitor	STEP block	NadD inh	Rpn11 inh	SUMO1-SIM PPI
CC1CCN(CCCNC(=O)CN2CCN(Cc3ccc(Cl)cc3)C2=O)CC1	-7	-0.1	-0.6	-1	-6	0.5	-4	1	i	-7
O/N=C\c1ccc(-c2ccccc2)o1	-5	0.1	-1.0	-2	0	1.2	-3	-7	i	-9
Cc1ccc(C(=O)OC(C(=O)Nc2ccc(Cl)cc2C(F)(F)F)c2ccccc2)cc1 (configuration not stated)	-5	0.1	2.1	-14	4	0.8	1	-5	i	0
CCCCN(CCCC)CCNC(=O)CN1C(=O)CSc2ccc(S(=O)(=O)N3CCOCC3)cc21	-1	-0.2	-0.6	0	-1	0.8	1	-9	i	-1
CCCCNC(=O)C1(c2ccc(OC)cc2)CCOCC1	-7	-0.5	-0.8	6	-4	-1.2	-2	1	i	-4
COc1ccccc1N1CCN(S(=O)(=O)c2ccc(-n3cnnn3)cc2)CC1	-7	0.0	-0.6	-3	-2	0.9	-2	2	i	1
Clc1cccc(Cl)c1OCCOCCNCc1ccccc1	4	-0.1	-0.9	0	2	-0.9	4	-3	i	-1
O=C(C1=C[C@@H](c2ccccc2)C[C@@H](OCCCCO)O1)N1CCOCC1	1	-0.1	-2.5	0	4	0.5	-2	-8	i	-4
CCN1CCN(C(=O)c2cc3cc(F)ccc3[nH]2)CC1	0	-1.5	-1.1	0	1	2.2	-1	-2	i	0
Cc1ccc(C(=O)COC(=O)c2cc(C)no2)c(C)c1	-1	-0.1	-0.5	-1	0	-0.1	0	-2	i	2
CCN(Cc1cc2ccccc2[nH]c1=O)S(=O)(=O)c1ccccc1	-3	-0.3	-0.9	4	4	0.0	-2	-2	i	2
O=C(Nc1ccccc1[N+](=O)[O-])C1=C(O)CCn2c1nc1ccccc12	4	-2.3	0.5	-3	42	0.0	-1	-1	i	25
O=C(Cc1cccc(NC(=O)C2CCN(S(=O)(=O)c3cccc([N+](=O)[O-])c3)CC2)c1)Nc1cccc(C(=O)N2CCOCC2)c1	-14	-1.1	-0.5	-5	-2	0.1	-1	2	i	-23
Cc1sc2nc(CSc3ccc([N+](=O)[O-])c(C(F)(F)F)c3)[nH]c(=O)c2c1C	3	-0.9	-0.7	8	10	-0.6	-1	12	+	0
C[C@H]1CN([C@@H](C)CO)C(=O)CCCn2cc(nn2)CO[C@@H]1CN(C)C(=O)Nc1cccc(C(F)(F)F)c1	.	-1.4	-1.5	0	13	1.1	-4	-2	i	5
COc1ccccc1-c1ccc2nnc(SC)n2n1	-11	-0.1	-2.4	2	-1	0.9	3	-3	i	-17
COc1ccc(C(=O)NCCC2=CCCCC2)cc1[N+](=O)[O-]	-8	-0.3	-0.6	-4	1	1.1	3	-6	i	-10
O=C(Nc1ccc(S(=O)(=O)Nc2nccs2)cc1)c1cc(-c2ccccn2)nc2ccccc12	-1	-0.4	0.5	3	-1	2.9	0	23	i	-8
CC(=O)c1c(C)oc2ccc(NS(=O)(=O)c3ccc(C(=O)O)cc3)cc12	-4	0.1	-1.6	1	-1	1.3	21	0	i	16
COc1ccc(C(=O)NCCc2ccc(Cl)cc2)cc1S(=O)(=O)N1CCCCC1C (configuration not stated)	-14	-0.2	2.4	-3	-4	-0.9	-2	-6	i	1

Marked active in Rpn11 inh, of those listed so far:
canonical_smiles	Scp1 inh	Tb MetRS inh	LMPTP inh	CSN deneddyl inh	DNMT1 block	MsrA inhibitor	NadD inh	Rpn11 inh	SUMO1-SIM PPI
Cc1sc2nc(CSc3ccc([N+](=O)[O-])c(C(F)(F)F)c3)[nH]c(=O)c2c1C	3	-0.9	-0.7	8	10	-0.6	12	+	0

Additional structures
SMILES	Scp1 inh	Tb MetRS inh	LMPTP inh	CSN deneddyl inh	DNMT1 block	MsrA inhibitor	STEP block	NadD inh	Rpn11 inh	SUMO1-SIM PPI
CCOc1ccc(NC(=O)CCNS(=O)(=O)c2cccc3nonc23)cc1	-4	-0.3	-0.2	1	2	0.5	-3	-7	i	-23
Cc1ccc(S(=O)(=O)NOCc2ccccc2)cc1	-9	-0.1	0.3	2	5	1.0	-2	0	i	3
O=[N+]([O-])c1cc([N+](=O)[O-])c2oc(-c3ccccc3)c(Br)c2c1O	-12	0.5	8.5	5	-6	.	16	10	i	43*
O=C(Nc1ccccc1)c1cccnc1N1CCOCC1	-9	-0.5	-1.6	-1	0	-0.4	2	9	i	24
COc1cccc(/C=C/C(=O)Nc2ccc(N3CCOCC3)cc2)c1OC	7	0.1	1.4	2	-1	2.5	2	-3	i	-8
CN1CCCN(S(=O)(=O)c2ccccc2)c2nc3ccccc3nc21	4	-0.2	0.0	12	3	-0.1	2	-2	i	0
COc1ccccc1NS(=O)(=O)c1cccc(C(=O)OCC(=O)Nc2cc(C)on2)c1	12	-0.4	1.1	-2	-1	-0.7	-2	-8	i	6
Cc1ccc(S(=O)(=O)N2C[C@H]3C(=O)C[C@@H]4C(=O)N(c5ccccc5)C(=O)[C@@H]4[C@@H]3C[C@H]2c2cccs2)cc1	.	0.4	1.8	-5	8	0.2	1	8	i	5
Cc1ccc(NC(=S)NC2CCCC2)cc1C	0	-0.2	-0.2	-13	3	-0.7	-4	2	i	-3
CC1CCN(CCOCCOc2ccc(Cl)cc2Br)CC1	-8	0.2	-0.4	1	15	0.0	1	-9	i	-8
O=C(N/N=C/c1ccc2ncccc2c1)c1cc(-c2cccs2)nc2ccccc12	-2	0.4	4.1	4	4	-0.5	2	21	i	-3
CCOC(=O)C1(C)CCCCCN1C(=O)/C=C/c1ccccc1 (configuration not stated)	.	-0.3	-0.5	5	-1	-0.1	-1	-3	i	-2
C=CCn1c(SCCN2C(=O)c3ccccc3C2=O)nc2scc(-c3ccccc3)c2c1=O	-9	-0.1	0.6	0	19	.	4	0	i	2
COc1ccc(CN(C)CC(=O)Nc2ccccc2C(=O)NC2CC2)cc1	-1	-0.2	-1.0	1	3	1.8	1	1	i	0
Cc1ccc(S(=O)(=O)N2C3CCCCC3O[C@H]2CC(=O)c2cccc3ccccc23)cc1 (some centres not stated)	.	-0.6	1.5	1	.	0.2	.	.	.	1
Cc1ccc(S(=O)(=O)N(C)C)cc1NC(=O)CCc1ccccc1	-5	-0.1	-1.7	-6	2	-2.2	1	-8	i	1
O=C(NNc1cc(Cl)cc(Cl)c1)C1CCC1	-7	4.9	-0.4	-3	0	-1.4	-1	-4	i	1
Cc1cccc(N2CCN(Cc3nc(-c4cccc(Oc5ccccc5)c4)oc3C)CC2)n1	2	-1.5	3.5	-1	-8	-1.4	3	-6	i	2
CC1(C)C=Cc2cc3ccc(=O)oc3cc2O1	-4	1.0	-1.1	0	2	0.5	-1	2	i	-4
CS(=O)(=O)N1N=C(c2ccccc2)CC1c1ccc2nccnc2c1 (configuration not stated)	3	0.2	0.0	2	-2	-1.3	0	-1	i	-8
O=S(=O)(c1ccc2ccccc2c1)N1CCCCC1	-6	-0.1	1.8	6	-2	.	2	-1	i	2
CCOc1ccc(CCN2C(=S)N([C@@H](Cc3ccc(O)cc3)CN3CCC[C@@H]3CN3C(=S)NC[C@@H]3CC(C)C)C[C@@H]2Cc2ccc(O)cc2)cc1	.	-0.6	7.9	2	-46	-0.6	2	48*	i	7
COc1ccc(/C=N/NC(=O)C(=O)N2CCN(c3ccccc3OC)CC2)cc1	-8	-0.1	0.1	-2	1	-0.1	-1	1	i	-3
O=C(O)C1C2C=CC(C2)C1C(=O)NCCCc1ccccc1 (configuration not stated)	1	-1.1	-0.8	0	-2	1.4	3	-1	i	4
Cc1ccc(NC(=S)NCC23C=CC(O2)C2C(=O)N(c4ccc(C)cc4)C(=O)C23)cc1 (configuration not stated)	-2	-0.4	-0.3	2	-4	-0.1	3	5	i	1
CCOC(=O)c1c(NC(=O)C(C)Sc2c[nH]c3ccccc23)sc2c1CCC2 (configuration not stated)	-12	-0.6	4.7	-2	-30	1.2	2	-3	i	4
Cc1cc(C)cc(NC(=O)C(Nc2ccccc2)c2ccccc2)c1 (configuration not stated)	-4	-0.1	4.8	-4	-6	1.9	-2	1	i	2
CCC(c1nnnn1CCc1ccccc1)N(Cc1ccco1)Cc1cc2c(C)ccc(C)c2[nH]c1=O (configuration not stated)	-2	0.1	4.4	2	-6	0.9	-3	9	i	-3
CCC(CC)C(=O)N1CCN(c2cccc(C)c2C)CC1	2	-0.4	-1.3	-13	3	-0.4	-3	-2	i	5
Cc1cccc(NC(=O)C2CCN(S(=O)(=O)c3cccc4nonc34)CC2)c1	2	0.5	2.4	-2	-2	-0.8	8	-13	i	-24
O=C(Nc1ccccc1Cl)c1cc[n+]([O-])cc1	-1	-0.7	-1.4	3	4	-1.2	-2	-4	i	-7
CCOC(=O)c1csc(NC(=O)C2=COCCO2)n1	1	-0.2	0.9	4	-1	-0.6	-1	2	i	-3
COC(=O)C1=C(C)N(Cc2ccccc2)C(=NCc2ccc(OC)cc2)N[C@H]1c1ccccc1	43	-0.4	1.9	6	5	0.4	0	7	i	-15
COc1ccc(CN=C(Nc2ccccc2)SC2CC(=O)NC2=O)cc1 (configuration not stated)	-7	-0.6	0.2	-3	-2	0.4	-4	-6	i	-4

Fetched by structure from above:
SMILES	Scp1 inh	Tb MetRS inh	LMPTP inh	CSN deneddyl inh	DNMT1 block	MsrA inhibitor	STEP block	NadD inh	Rpn11 inh	SUMO1-SIM PPI
Cc1cccc(NC(=O)C2CCN(S(=O)(=O)c3cccc4nonc34)CC2)c1	2	0.5	2.4	-2	-2	-0.8	8	-13	i	-24
CCC(CC)C(=O)N1CCN(c2cccc(C)c2C)CC1	2	-0.4	-1.3	-13	3	-0.4	-3	-2	i	5
O=C(O)C1C2C=CC(C2)C1C(=O)NCCCc1ccccc1 (configuration not stated)	1	-1.1	-0.8	0	-2	1.4	3	-1	i	4

Outcome played no part in choosing rows. About 3.9% of those tested had a hit in this group.
